Fh CTSL1 inh = blocks F. hepatica cathepsin L1 in PFM18AAP counter-screen; recombinant F. hepatica cathepsin L1, Z-Leu-Arg-MCA fluorescence; inhibition, % at 5.96 µM; 300,000 compounds, 0.49% hits; AID 1906;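 active means inhibition above the mean of all tested compounds plus 3 SD, set per screening campaign, cut at about 17% in these data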;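 further: 0% = plate median of test compound wells and 100% = 1 µM Z-Phe-Ala-diazomethylketone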
EBNA-1 inh = blocks EBNA-1 binding to DNA | EBNA-1 DNA binding, fluorescence polarization | inhibition, % at 14.8 µM | 300,000 compounds, 0.34% hits | AID 1950; in the data active means inhibition above about 28%
HCV core dimer = HCV core protein dimerization inhibition; TR-FRET GST/Flag-core106 dimerization, 1536-well; inhibition, % at 5 µM; 300,000 compounds, 0.33% hits;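 active means inhibition above the mean of all tested compounds plus 3 SD, set per screening campaign, cut at about 45% in these data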
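System – GST-tagged and Flag-tagged HCV core protein residues 1-106 · Repeats – one well for each compound · Technique – TR-FRET 671 and 617 nm emission · Doses – one concentration, 5 µM, in 0.5% DMSO · Times – 4 h, 22.5 °C incubation · Also added – Eu donor and XL665 acceptor anti-tag antibodies · Measure – percent inhibition of core106 dimerization signal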
PP1 inh = blocks human PP1-alpha phosphatase, a PP5 counter-screen. inhibition, % at 6.7 µM. purified PP1alpha, OMFP fluorescence. 320,000 compounds, 0.9% hits. AID 2235. P62136;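 active means inhibition above the mean inhibition of all tested compounds plus 3 SD, computed separately for each screening campaign, cut at about 15% in these data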
Yeast superoxide = lowers age-related superoxide in aged yeast cells. S. cerevisiae aged cells, superoxide DHE fluorescence; active compounds read low. superoxide response (% of plate mean), % at 10 µM. 330,000 compounds, 0.18% hits;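 active means superoxide response under a set limit, about three screen SD below normal, cut at about 65% in these data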;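 further: yeast aged for seven days with compound at 30 °C before DHE staining; 100% = average MFI of all compound-treated wells on the plate with controls excluded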
PP5 primary = inhibitors of human protein phosphatase 5 (PP5). 320,000 compounds, 0.18% hits. purified PP5c, OMFP substrate fluorescence. inhibition, % at 6.7 µM;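 active means inhibition above the campaign's mean inhibition across all tested compounds plus 3 SD, cut at about 9.5% in these data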;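 further: 0% = DMSO only and 100% = 100 µM cantharidin control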
Target sequence (P53041 whole entry, looked up): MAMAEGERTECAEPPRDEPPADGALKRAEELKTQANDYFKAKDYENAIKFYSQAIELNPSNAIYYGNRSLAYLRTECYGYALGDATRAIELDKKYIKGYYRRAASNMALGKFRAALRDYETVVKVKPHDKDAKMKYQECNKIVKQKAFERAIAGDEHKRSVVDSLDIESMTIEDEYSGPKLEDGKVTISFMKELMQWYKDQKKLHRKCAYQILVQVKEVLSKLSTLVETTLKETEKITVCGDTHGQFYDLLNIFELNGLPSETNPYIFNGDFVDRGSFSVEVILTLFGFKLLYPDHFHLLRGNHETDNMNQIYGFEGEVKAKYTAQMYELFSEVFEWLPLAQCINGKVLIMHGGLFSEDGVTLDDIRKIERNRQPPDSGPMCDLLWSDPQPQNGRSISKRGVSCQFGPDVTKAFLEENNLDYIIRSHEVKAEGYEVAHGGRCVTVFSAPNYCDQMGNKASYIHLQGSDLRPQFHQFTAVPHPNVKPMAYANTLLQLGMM
GASC-1 inh = blocks human GASC-1 demethylase activity; GST-JMJD2C(1-420) H3K9me3 demethylation, DELFIA europium; inhibition, % at 2.35 µM; 330,000 compounds, 0.069% hits;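 active means more than half of a compound's replicate wells show inhibition beyond 50%, single wells judged on their own value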;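 further: signal counts dimethyl H3K9 product captured on neutravidin plate; 0% = median of DMSO wells and 100% = 0.3 times that DMSO median; strong numbers were not always called active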
Target sequence (Q9H3R0 1-420 limits assumed): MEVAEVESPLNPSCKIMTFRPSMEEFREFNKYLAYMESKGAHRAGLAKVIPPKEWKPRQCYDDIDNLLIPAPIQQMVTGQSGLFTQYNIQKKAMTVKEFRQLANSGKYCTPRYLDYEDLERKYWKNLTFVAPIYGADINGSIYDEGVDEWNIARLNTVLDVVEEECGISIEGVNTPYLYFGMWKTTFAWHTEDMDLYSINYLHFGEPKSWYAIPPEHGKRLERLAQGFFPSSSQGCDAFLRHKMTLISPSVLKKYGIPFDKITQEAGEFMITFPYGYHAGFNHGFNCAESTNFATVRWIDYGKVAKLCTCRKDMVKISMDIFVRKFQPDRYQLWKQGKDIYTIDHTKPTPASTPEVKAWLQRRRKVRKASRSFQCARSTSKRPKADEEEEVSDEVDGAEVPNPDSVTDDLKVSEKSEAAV
TPT1 inh = inhibitors of Candida albicans tRNA 2'-phosphotransferase TPT1; recombinant caTPT1, FP RNA substrate dephosphorylation; inhibition, % at 5 µM; 300,000 compounds, 0.81% hits;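 active means inhibition above the mean of all tested compounds plus 3 SD, set per screening campaign, cut at about 24% in these data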;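 further: plate controls were DMSO alone for no effect and ferristatin control at 100 nM for full effect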
ZTA counter = ZTA (EBV) inhibition in EBNA-1 counter-screen; P03206; ZTA-DNA binding, fluorescence polarization; 320,000 compounds, 0.15% hits; inhibition, % at 11 µM; in the data active means inhibition above about 33%
* = called active by the depositor; x = not tested or not shown; & = joins results of further samples. An unsorted share of the library. Share with any hit: about 3.1%.

SMILES	Fh CTSL1 inh	EBNA-1 inh	HCV core dimer	PP1 inh	Yeast superoxide	PP5 primary	GASC-1 inh	TPT1 inh	ZTA counter
Cc1sc2nc(C3CC3)nc(SCC(=O)N3CC(=O)Nc4ccccc43)c2c1C	5.5	1.5	7.1	-3.1	97.6	0.4	-4.4	3.1	22.3
O=[N+]([O-])c1ccc(Cl)cc1NCc1cccnc1	-3.1	1.4	0.2	0.1	108.1	1.0	1.1	1.3	-3.8
Cc1ccc(NC(=O)C2CCCN(c3nccc(C)n3)C2)c(C)c1 (stereo not drawn)	-0.2	-0.9	0.5	-0.8	105.1	0.6	-6.1	-7.6	2.8
O=c1oc2ccccc2c(NCc2ccccc2F)c1[N+](=O)[O-]	6.7	-3.8	-1.8	2.1	97.4	2.6	-1.5	-1.2	0.2
COCc1[nH]nc2c1C1(CCSCC1)C(C#N)=C(N)O2	-1.3	-11.0	-10.8	-0.7	107.1	1.4	1.8	-0.8	-9.4
O=C(Nc1nnc(C2CCCCC2)s1)c1ccco1	3.7	-1.5	-3.5	-3.6	117.1	1.4	4.0	5.2	-2.3
COc1ccccc1C(=O)NNC(=O)CCN1C(=O)/C(=C\c2ccccc2)SC1=S	-0.7	-10.7	3.7	0.6	118.3	3.2	-9.8	-5.6	16.6
CCOc1cc(CNn2cnnc2)cc(Br)c1OCC(=O)NC(C)(C)C	-1.3	-20.7	-6.3	-3.3	95.9	1.7	3.9	-0.3	-2.1
CN(CC(=O)Nc1ccc(F)cc1)C(=O)Cc1ccsc1	x	x	x	-1.9	101.8	-2.8	x	x	-1.7
O=C(COc1ccc(F)cc1)NN1C(=O)CSC1=S	-8.1	-7.3	-2.3	-4.5	105.0	-7.2	-7.1	2.3	-3.0
CC(C)(C)n1nnnc1CN1CCC(NC(=O)NC2CCCCC2)CC1	0.5	3.4	-0.1	8.3	112.0	0.3	-2.1	2.1	-6.6
CCc1ccc(OCC(=O)O/N=C(\N)Cc2ccc([N+](=O)[O-])cc2)cc1	-16.0	3.3	3.5	-0.5	113.3	3.0	-1.5	-0.4	14.7
CC(C)(C)c1ccc(C(=O)N2CCC(=O)N(C(CO)Cc3ccccc3)CC2)cc1 (stereo not drawn)	-0.6	12.0	-11.7	2.0	96.6	1.3	-6.0	-3.6	-14.5
C=CCNC(=O)CN(c1ccccc1OCC)S(=O)(=O)c1ccc(C)cc1	5.2	-8.8	0.0	2.3	110.7	4.3	5.9	1.9	12.2
Cc1ccc(C(=O)OCC(=O)Nc2sc3c(c2C#N)CCCC3)cc1NC(=O)c1ccco1	-3.7	9.5	32.1	11.2	112.7	-1.4	18.0	7.6	-7.7
Cc1ccc(Nc2nc(-c3ccc(S(=O)(=O)N4CCCC4)cc3)cs2)cc1C	-1.1	1.6	9.8	2.6	82.0	5.8	0.5	-0.6	-8.3
O=C(/C=C/c1ccccc1)NCCSCc1ccccc1	-1.9	3.2	4.8	0.5	100.9	3.0	-13.3	-1.1	1.0
COc1cccc(N2CCN(C(=O)C3CCC(=O)N(C4CCCCCC4)C3)CC2)c1 (stereo not drawn)	8.2	-8.7	-5.3	1.1	97.3	2.8	-3.2	0.9	-3.0
COc1ccc(C(c2nnnn2CC2CCCO2)N2CCN(c3cccc(C)c3C)CC2)cc1 (stereo not drawn)	2.7	7.8	11.1	-1.1	93.3	-0.6	0.8&1.6	-1.3	7.3
COc1cc(OC)nc(NC(=O)COC(=O)C2CCCCC2)n1	11.2	-3.8	-6.6	2.1	92.8	3.2	3.3	-2.1	-16.8

Exported with each value named: part of the list above
O=c1oc2ccccc2c(NCc2ccccc2F)c1[N+](=O)[O-]
- Fh CTSL1 inh: 6.7
- EBNA-1 inh: -3.8
- HCV core dimer: -1.8
- PP1 inh: 2.1
- Yeast superoxide: 97.4
- PP5 primary: 2.6
- GASC-1 inh: -1.5
- TPT1 inh: -1.2
- ZTA counter: 0.2

CC(C)(C)c1ccc(C(=O)N2CCC(=O)N(C(CO)Cc3ccccc3)CC2)cc1 (stereo not drawn)
- Fh CTSL1 inh: -0.6
- EBNA-1 inh: 12.0
- HCV core dimer: -11.7
- PP1 inh: 2.0
- Yeast superoxide: 96.6
- PP5 primary: 1.3
- GASC-1 inh: -6.0
- TPT1 inh: -3.6
- ZTA counter: -14.5

CCc1ccc(OCC(=O)O/N=C(\N)Cc2ccc([N+](=O)[O-])cc2)cc1
- Fh CTSL1 inh: -16.0
- EBNA-1 inh: 3.3
- HCV core dimer: 3.5
- PP1 inh: -0.5
- Yeast superoxide: 113.3
- PP5 primary: 3.0
- GASC-1 inh: -1.5
- TPT1 inh: -0.4
- ZTA counter: 14.7

(further entries)
SMILES	Fh CTSL1 inh	EBNA-1 inh	HCV core dimer	PP1 inh	Yeast superoxide	PP5 primary	GASC-1 inh	TPT1 inh	ZTA counter
CC(C)Oc1cccc(C(=O)O)c1	2.6	7.4	-6.2	-3.9	92.5	-2.3	4.1	-1.4	5.0
COC(=O)c1c(C)oc2ccc(N(C(C)=O)S(=O)(=O)c3ccccc3)cc12	-5.2	-5.3	-5.7	2.4	100.6	3.8	-22.7	-1.6	-21.9
COc1cc(OC)c(NC(=S)Nc2cccc(C(C)=O)c2)cc1Cl	-4.6	9.8	8.9	3.5	95.6	2.2	9.1	-3.1	19.2
Cc1cc(C(=O)Nc2ccccc2C(F)(F)F)no1	-1.7	2.4	-2.5	-6.7	106.8	0.4	2.2	-1.8	1.8
COc1ccc2[nH]c3c(N4CCC(O)(c5cccc(C(F)(F)F)c5)CC4)ncnc3c2c1	4.7	0.9	-0.9	3.1	94.9	6.0	-7.9	-0.9	1.6
CCOc1ccc2[nH]c(C)c(CN3CCOCC3)c(=O)c2c1	-0.1	-1.7	-2.3	-2.1	117.8	0.4	1.3	-2.9	7.1
COCCCNC(=O)c1ccc2c(=O)n(Cc3ccccc3OC)c(=S)[nH]c2c1	-0.6	-0.6	-8.2	-3.2	110.2	-0.6	-14.6	-2.3	-12.2
Cc1ccc(/C=N/NC(=S)N2CCOCC2)cc1	27.6*	8.5	-4.2	-0.4	95.0	5.5	-3.1	1.8	4.9
Cc1ccc(-c2csc3nc(C)n(-n4c(C)ccc4C)c(=O)c23)o1	3.5	0.9	21.2	-0.7	86.2	1.2	32.7	1.5	16.9
COc1cc(/C=C(\NC(=O)c2ccccc2)C(=O)NC(C(=O)O)c2ccccc2)cc(OC)c1OC (stereo not drawn)	-1.2	-7.2	-3.3	8.6	110.2	3.9	-3.7	-0.2	18.2
COc1ccc2cc(C(N)=O)/c(=N\NC(=O)c3ccccc3)oc2c1	2.8	3.4	2.2	-3.7	94.0	0.8	-6.5	-0.2	-3.1
COC(=O)c1ccc(CO/N=C2\CCCc3nonc32)cc1	-12.3	-13.9	4.6	-3.9	121.0	-0.8	5.5	6.5	-0.7
COc1ccc(CN(C)C2CCCCC2)c(C)c1C	1.1	-14.1	-9.6	-2.7	104.6	0.1	x	0.0	-2.8
CCC(C(=O)NCCCc1ccccc1)c1ccccc1 (stereo not drawn)	3.8	-1.8	-14.9	5.4	91.9	-3.0	30.6	2.4	8.6
Cc1noc(/C=C/N(C)C)c1S(=O)(=O)N1CCCC(C(=O)N2CCCCC2)C1 (stereo not drawn)	1.9	-4.4	-4.5	-1.8	150.3	0.0	35.2	8.6	4.5
O=C(O)C1C2C=CC(C2)C1C(=O)OC1CC2CCC1C2 (stereo not drawn)	6.4	-6.8	-5.6	0.5	89.2	3.0	1.6	-1.1	-16.4
O=C(Cc1cccc2ccccc12)Nc1ccc2c(c1)C(=O)NC2=O	2.7	2.4	5.6	1.7	97.1	4.3	62.2	-3.8	-1.1
COc1ccc(CCn2c(N)c(C(=O)NCc3ccco3)c3nc4ccccc4nc32)cc1	-2.0	0.2	16.4	3.8	114.1	1.0	1.1	4.4	5.7
CCC(C(=O)OCC(=O)c1c(N)n(CC(C)C)c(=O)n(C)c1=O)c1ccccc1 (stereo not drawn)	0.1	-2.6	-1.9	-3.3	91.1	-0.3	4.5	1.3	1.9
S=c1nc[nH]c2c1ncn2C1CCCO1 (stereo not drawn)	3.3	-1.8	-6.4	-0.8	95.0	-2.5	-16.7	-2.5	-4.7
CCc1noc(C)c1C(=O)Nc1nc2c(C)cc(C)cc2s1	0.8	1.6	-4.1	4.6	96.8	1.6	-16.1	0.0	-10.9
Cn1c(=O)c2ncn(CC(=O)NCCOCc3ccccc3Cl)c2n(C)c1=O	2.0	0.9	-13.4	-1.4	94.3	-0.1	-5.1	-5.4	-6.0
CSc1ncc2c(=O)[nH]c(-c3ccccc3)nc2n1	-2.0	11.9	6.1	-3.7	102.4	-2.0	-26.9	-0.5	4.5
CCOc1ccc(CN(C)C(=O)c2ccc(NC(=O)CC3SC(N4CCCC4)=NC3=O)cc2)cc1 (stereo not drawn)	1.8	10.0	8.1	-0.3	95.8	0.4	35.0	1.0	-8.8
CC(C)(C)c1ccc(NC(=O)N2CCCN(c3ccc([N+](=O)[O-])cn3)CC2)cc1	0.1	-5.5	3.0	0.6	89.2	0.5	6.5	0.9	-1.7
O=C(NNC(=O)c1ccc(Cl)cc1Cl)c1ccncc1	-2.6	0.9	8.4	0.5	121.2	-0.6	0.3	-0.4	-1.6
COc1ccc(C(=O)CCNc2cccc(Cl)c2)cc1	3.4	2.2	1.7	0.8	98.1	-1.7	-0.4	-3.8	-6.7
CC(Sc1ccc(Cl)cc1)C(=O)Nc1ccc(S(=O)(=O)N2CCOCC2)cc1 (stereo not drawn)	-2.1	3.1	5.8	1.4	94.5	1.9	8.4	-2.3	1.4
CCOc1ccc(S(=O)(=O)NCCC(=O)NCc2ccc(OC)c(OC)c2)cc1	x	x	x	-3.7	90.1	3.2	0.3	x	-0.4
COC(=O)c1ccsc1NC(=O)CSc1nnnn1-c1ccccc1SC	1.7	8.2	2.7	2.0	79.7	3.0	2.9	1.0	-5.5
COc1cc(NC(=O)c2onc(C)c2Cl)c(OC)cc1Cl	-2.5	5.5	-10.8	-1.5	108.1	2.1	0.2	-0.7	4.1
O=C(Nc1nc2c(Cl)ccc(Cl)c2s1)c1ccco1	2.4	8.1	15.4	-3.1	93.4	-1.0	-5.0	-1.6	2.9
Cc1ccc(C)c(N(C(=O)Cn2nnc3ccccc32)C(C(=O)NC(C)(C)C)c2ccsc2)c1 (stereo not drawn)	0.2	3.7	8.1	-7.2	87.2	1.6	-2.1	1.1	5.0
CCOc1ccc(OCC)c(NC(=O)CN(C)S(=O)(=O)c2cccc3nsnc23)c1	3.8	-6.7	8.8	4.2	101.8	5.0	-11.9	4.8	7.2
Cc1ccc(N(C(=O)c2snc(C(N)=O)c2N)C(C(=O)NCC2CCCO2)c2c[nH]c3ccccc23)cc1 (stereo not drawn)	-0.6	0.9	7.7	1.0	84.0	1.1	-9.5	-3.1	2.6
CC(C)N(C(=O)CSc1n[nH]c(=O)n1CCc1ccccc1)C(C)C	3.9	11.8	8.5	-3.3	102.8	0.0	13.7	2.4	0.4
CCN(CC)C(=N)/C(C#N)=N/Nc1ccccc1	5.4	0.7	-2.0	-1.8	91.1	-0.2	-34.6	0.7	17.1
CCCOC(=O)c1cccc(NC(=O)c2cccnc2)c1	1.1	-16.4	1.0	-3.1	83.3	0.1	-6.9	3.4	-5.9
COc1cc(SC)ccc1C(=O)NCCOc1c(C)cc(C)cc1C	6.4	0.9	1.9	2.8	84.2	1.8	-12.5	-3.4	-0.2
CCOC(=O)c1sc(NC(=O)CSc2nc3c(cc2C#N)CCCCCC3)c(C#N)c1C	-4.0	-2.8	6.8	-1.8	118.2	4.1	1.4	15.8	-14.5
COc1cc(/C=N/O)c(Br)cc1OCC(=O)Nc1ccccc1C	0.3	22.2	-8.8	1.3	85.2	1.5	4.4	-4.2	-12.1
COc1ccc(NC(=O)CCS(=O)(=O)c2ccc3c(c2)oc(=O)n3C)cc1	-8.4	1.4	24.0	0.1	95.6	0.5	3.0	-1.8	-7.4

Screens: PubChem, several laboratories
